TROY signal inh = inhibitors of TROY-driven NF-kB signaling, primary screen, Q293 LMP1-TROYcd cells, NF-kB luciferase, uHTS; Q293 LMP1-TROYcd NF-kB luciferase reporter, 4 h; inhibition, % at 10 µM; actives 0.98% (n = 360,000);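 active means compounds whose plate-normalised and pattern-corrected inhibition of the luciferase reporter signal at the single screening dose is 50% or more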
SRC3 inh = SRC3 coactivator transcriptional activity inhibitors, primary screen, cell-based, luminescence. inhibition, % at 3.6 µM. Nuclear receptor coactivator 3 (Homo sapiens), Q9Y6Q9. HEK293 GAL4-SRC3 luciferase reporter. actives 0.17% (n = 360,000);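 active means inhibition above a per-campaign cutoff, the mean of all compounds plus 3 SD, cut at about 60% in these data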;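 further: 0% = DMSO-treated cells and 100% = gossypol-treated cells at 36 µM; higher means less SRC3-driven luciferase light from the GAL4 reporter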
TWEAK Fn14 block = inhibitors of TWEAK-Fn14 signaling, primary screen, luciferase reporter cells, uHTS; TWEAK-stimulated Fn14 reporter cells, luciferase luminescence, 8 h; inhibition, % at 10 µM; actives 2% (n = 360,000); in the data active means inhibition above about 50%
TRAIL sens C8 = viability loss with TRAIL in NB7+C8 cells, primary screen, TRAIL sensitizer project, cell-based, ATPlite luminescence; inhibition (viability loss, TRAIL sensitization), % at 10 µM; actives 1% (n = 360,000);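 active means compounds causing at least 50% loss of cell viability in the single-dose screen, relative to plate controls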
KKLEB cytotox = cytotoxicity in KKLEB CF airway cells, primary screen, cytotoxicity control for CF NF-kB inhibitor project, cell-based, uHTS, fluorescence assay plates; KKLEB CF airway cells viability, ATPlite luminescence, overnight; hits give low values; cells stimulated with P. aeruginosa culture filtrate; activity change (cytotoxicity), % at 5 µM; actives 0.36% (n = 360,000); AID 602141, 2011;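 active means corrected activity change at or below -50% at 5 µM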
NR5A2 inv ag = LRH-1 (NR5A2) inverse agonists, primary screen, cell-based, luminescence, HEK293T, StAR-luciferase reporter | actives 0.13% (n = 360,000) | Nuclear receptor subfamily 5 group A member 2 (Homo sapiens), O00482 | LRH-1 transfected, 24 h | inhibition, % at 3.6 µM;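 active means inhibition above the mean inhibition of all tested compounds plus 3 SD, cut at about 73% in these data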;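 further: 0% = DMSO wells and 100% = reporter-only cells lacking LRH-1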
Target sequence (O00482 whole entry, looked up): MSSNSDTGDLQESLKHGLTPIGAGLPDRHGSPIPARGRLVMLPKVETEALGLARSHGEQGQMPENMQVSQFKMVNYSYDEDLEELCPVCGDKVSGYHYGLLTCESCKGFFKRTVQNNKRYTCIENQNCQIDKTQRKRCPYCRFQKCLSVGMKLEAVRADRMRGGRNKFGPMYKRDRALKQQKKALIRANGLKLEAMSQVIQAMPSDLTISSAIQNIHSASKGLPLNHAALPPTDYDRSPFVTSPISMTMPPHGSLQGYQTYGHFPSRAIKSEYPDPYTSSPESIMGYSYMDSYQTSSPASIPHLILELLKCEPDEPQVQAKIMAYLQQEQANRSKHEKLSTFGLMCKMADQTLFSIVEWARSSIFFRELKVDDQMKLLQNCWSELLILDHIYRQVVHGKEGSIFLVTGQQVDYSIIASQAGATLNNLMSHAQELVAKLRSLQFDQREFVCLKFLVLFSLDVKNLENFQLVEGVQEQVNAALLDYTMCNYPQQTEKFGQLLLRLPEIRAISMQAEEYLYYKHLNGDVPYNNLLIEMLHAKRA
CF NFkB block = inhibitors of PAF-induced NF-kB signaling, primary screen, cell-based, GFP fluorescence, uHTS; AID 588850, 2011; inhibition, % at 5 µM; KKLEB NF-kB-GFP reporter, GFP fluorescence overnight; actives 0.86% (n = 360,000);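 active means at least 50% inhibition at 5 µM, scaled per plate between neutral and stimulator controls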;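 further: PAF is a Pseudomonas aeruginosa culture filtrate used as stimulus; plate controls were PAF-stimulated DMSO wells for no effect and unstimulated DMSO wells for full effect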
SRC1 inh = SRC1 coactivator transcriptional activity inhibitors, primary screen, cell-based, luminescence; Nuclear receptor coactivator 1 (Homo sapiens), Q15788; HEK293 GAL4-SRC1 luciferase reporter; inhibition, % at 3.6 µM; actives 0.12% (n = 360,000);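 active means inhibition above the campaign mean plus 3 SD, with each screening campaign given its own cutoff, cut at about 60% in these data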;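 further: 0% = DMSO treated cells and 100% = gossypol at 36 µM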
NR2F2 inh = NR2F2 transcriptional activity inhibitors, primary screen, cell-based, luciferase reporter, HEK293T, luminescence; AID 686940, 2013; HEK293T NGFI-A luciferase reporter; actives 0.7% (n = 370,000); inhibition, % at 8.6 µM;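 active means inhibition above a per-plate cutoff, mean inhibition of test wells between control levels plus 3 SD, cut at about 38% in these data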;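 further: cells cotransfected with COUP-TFII expression vector driving the NGFI-A reporter; 0% = median of COUP-TF2 test wells and 100% = reporter-only cells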
Target sequence (P24468 whole entry, looked up): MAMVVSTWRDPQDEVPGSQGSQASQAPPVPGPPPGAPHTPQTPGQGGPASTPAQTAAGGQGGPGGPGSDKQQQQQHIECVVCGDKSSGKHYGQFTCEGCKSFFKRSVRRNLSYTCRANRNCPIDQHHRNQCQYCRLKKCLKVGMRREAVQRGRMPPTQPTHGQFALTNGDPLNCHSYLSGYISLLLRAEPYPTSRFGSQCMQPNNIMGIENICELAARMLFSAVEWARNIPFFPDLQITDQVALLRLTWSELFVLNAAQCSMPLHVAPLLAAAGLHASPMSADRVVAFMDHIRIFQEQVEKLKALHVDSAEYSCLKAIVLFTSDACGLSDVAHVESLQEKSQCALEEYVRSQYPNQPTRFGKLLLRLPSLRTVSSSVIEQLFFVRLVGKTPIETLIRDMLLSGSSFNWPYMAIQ
Shn3 3UTR inh = reduction of Shn3 3'UTR firefly luciferase signal, primary screen, Schnurri-3 inhibitor project, cell-based, Clone20 osteoblasts, set 2; Clone20 osteoblast Shn3 3'UTR firefly luciferase, 24 h; inhibition, % at 12.5 µM; actives 0.52% (n = 360,000);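 active means mean inhibition of at least 75% with every replicate also reaching 75%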;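 further: 0% = median of neutral control wells and 100% = pilot-screen positive control compound; some compounds past the cut are filed as inactive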
LMP1 NFkB inh = EBV LMP1-driven NF-kappaB luciferase reporter inhibitors, primary screen, cell-based, luminescence, single point; LMP1-induced NF-kappaB luciferase reporter cells; inhibition, % at 12.5 µM; actives 0.69% (n = 350,000); AID 504558, 2011; in the data active means inhibition above about 41%;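 further: 0% = neutral control wells and 100% = reference inhibitor control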
* = called active by the depositor; x = not tested or not shown.

Molecule | TROY signal inh | SRC3 inh | TWEAK Fn14 block | TRAIL sens C8 | KKLEB cytotox | NR5A2 inv ag | CF NFkB block | SRC1 inh | NR2F2 inh | Shn3 3UTR inh | LMP1 NFkB inh
CC(=O)C1=C(C)Nc2ncnn2C1c1ccc(C)cc1 (stereo not given) | 7.0 | -2.7 | 6.4 | -10.2 | 7.3 | -5.6 | -0.8 | -1.1 | 8.4 | -5.0 | -0.4
CC(C)Cc1nc(C#N)c(N2CCC(C(N)=O)CC2)o1 | -7.0 | -1.0 | -4.2 | 21.5 | 5.4 | -7.5 | 2.6 | 12.1 | -3.8 | -16.4 | -5.7
COc1ccc(OC)c2c1cc(C(=O)N[C@@H](Cc1ccccc1)C(=O)O)n2C | 2.1 | -0.5 | 9.4 | 4.2 | 1.2 | 11.1 | 5.0 | -7.2 | 12.1 | 19.1 | 1.0
Cc1ccccc1C(=O)Nc1ccccc1C(=O)N/N=C\c1ccco1 | -10.8 | 19.2 | 6.8 | -1.0 | -15.2 | 14.7 | 12.0 | -7.4 | -9.8 | -5.7 | -3.8
CC(C)(C)c1nc(SCC(=O)NCc2ccco2)c2ccccc2n1 | -1.0 | -4.6 | 20.8 | -9.5 | 3.3 | -7.0 | 26.0 | -9.9 | 13.8 | 2.6 | -1.0
C/C(=N/OCc1ccc(Br)cc1)c1ccccn1 | -78.3 | -101.1 | -36.0 | 24.4 | 6.0 | -133.6 | -21.5 | -83.7 | -60.5 | -61.5 | -51.1
COc1cc(-c2cc(C(=O)OCC(=O)NC3CC3)c3ccccc3n2)cc(OC)c1OC | -7.5 | 5.4 | -1.1 | -2.7 | -5.0 | 25.4 | -26.9 | -0.3 | -6.0 | -14.7 | -1.0
CCC(CC)C(=O)Nc1cccc(C(=O)Nc2nnc(C)s2)c1 | -39.3 | 25.6 | -16.0 | -5.1 | 3.0 | -3.4 | -0.5 | 18.6 | 8.2 | 2.8 | -3.5
CCC(CC)NCCOC(=O)c1ccc([N+](=O)[O-])cc1 | -2.7 | 12.4 | 5.6 | 0.7 | 0.4 | 15.2 | -22.0 | -21.8 | -6.8 | 8.7 | 5.9
O=C1CN(C(=O)/C=C/c2ccccc2)CCN1 | -22.4 | 2.3 | 9.9 | -18.1 | 2.5 | 17.7 | -10.9 | -3.0 | -36.3 | 4.5 | -1.7
CC(C)OCC1CC(CC(=O)Nc2ccc([N+](=O)[O-])cc2)C(=O)O1 (stereo not given) | -0.8 | 10.1 | -6.6 | 3.6 | 6.3 | 5.3 | 14.5 | 8.2 | 7.3 | 5.1 | -1.4
COc1ccc(OC)c(/C=C/C(=O)Nc2ccc(OC)nc2)c1 | -6.7 | 1.2 | -6.9 | -7.7 | 8.1 | -9.3 | -10.4 | -0.1 | 15.8 | 1.0 | 4.3
CCN1CCN(S(=O)(=O)c2ccc(Cl)c(C(=O)NC3CCC(C)CC3)c2)CC1 (stereo not given) | 11.6 | -2.7 | 9.2 | 5.6 | -4.7 | -1.8 | 0.9 | 1.6 | 6.1 | -14.7 | 5.8
COc1ccc(C(=O)Nc2cccc(-c3nc4ncccc4o3)c2C)cc1 | 2.5 | -8.3 | 4.3 | 22.2 | 5.9 | -19.8 | -2.3 | 0.8 | -4.6 | 7.1 | -0.4
CN1/C(=C\C(=O)C[n+]2cccc(Br)c2)C(C)(C)c2ccccc21 | 16.0 | 37.3 | 26.2 | 12.6 | -12.9 | 24.6 | 16.1 | 0.2 | 35.5 | 13.6 | 7.9
CC(C)[C@H]1COCCS(=O)(=O)N1Cc1ccccc1-c1ccc(C(C)(C)C)cc1 | 10.7 | 11.4 | -0.2 | 6.3 | 0.8 | 15.2 | 7.8 | 11.8 | 13.1 | -27.4 | 7.7
COc1ccc(-c2nc(CS(=O)(=O)CC(=O)NCCCc3ccccc3)c(C)o2)cc1 | 10.4 | 15.8 | 8.7 | -14.6 | 3.0 | 13.9 | -17.6 | -1.5 | 11.5 | 28.7 | -5.8
COc1ccc(OC)c(N(C)S(=O)(=O)c2cc3c(cc2C)NC(=O)CO3)c1 | 8.0 | 2.1 | 19.5 | 7.1 | -4.9 | -13.6 | -7.7 | -23.6 | 9.2 | -16.4 | -3.1
CCOC(=O)C1=NNC(C(=O)c2ccccc2)C1c1ccc(C)cc1 (stereo not given) | 15.5 | 11.2 | -2.1 | -13.6 | -7.6 | -2.5 | -22.8 | 4.7 | -5.8 | -14.5 | 4.8
O=C(Oc1ccc(Cl)cc1)N1CCOCC1 | -30.1 | -22.9 | -14.6 | -18.0 | 9.6 | -24.2 | -10.0 | -38.1 | -18.3 | 3.5 | 0.9

Reprinted from the part before: 2 compounds; new compounds follow.
Molecule | TROY signal inh | SRC3 inh | TWEAK Fn14 block | TRAIL sens C8 | KKLEB cytotox | NR5A2 inv ag | CF NFkB block | SRC1 inh | NR2F2 inh | Shn3 3UTR inh | LMP1 NFkB inh
CCOC(=O)C1=NNC(C(=O)c2ccccc2)C1c1ccc(C)cc1 (stereo not given) | 15.5 | 11.2 | -2.1 | -13.6 | -7.6 | -2.5 | -22.8 | 4.7 | -5.8 | -14.5 | 4.8
O=C(Oc1ccc(Cl)cc1)N1CCOCC1 | -30.1 | -22.9 | -14.6 | -18.0 | 9.6 | -24.2 | -10.0 | -38.1 | -18.3 | 3.5 | 0.9
Cc1cccc(N2C(=O)CC(Sc3nccc(C)n3)C2=O)c1 (stereo not given) | 2.8 | 2.1 | -11.7 | -15.7 | 2.1 | 11.7 | -8.2 | -7.6 | -6.6 | -2.8 | 13.9
COCCN1C(=O)N(c2cccc(C)c2)C(=O)C1CC(=O)Nc1cc(OC)cc(OC)c1 (stereo not given) | -6.4 | 18.3 | 11.4 | 12.9 | -4.8 | 0.8 | -9.0 | 1.5 | -16.6 | -19.7 | 0.4
CCCS(=O)(=O)NC(=O)C1(C)CCN(C(=O)c2cccc(OC(F)(F)F)c2)C1 (stereo not given) | 5.9 | -7.3 | -11.8 | -0.6 | -10.9 | 13.8 | -21.4 | 13.8 | -4.7 | 11.4 | x
CCOc1ccc(-c2nnc(-c3ccco3)o2)cc1 | -13.4 | -69.0 | 33.1 | 55.3* | 3.1 | -125.7 | -18.0 | -84.0 | -8.5 | 1.7 | 14.5
CN(C(=O)c1cccc(NC(=O)Cc2cccc(NC(=O)C3CCN(C(=O)c4ccccc4)CC3)c2)c1)C1CCCC1 | 12.7 | 14.2 | 13.8 | 7.7 | 16.0 | 28.0 | -9.1 | -1.4 | -22.9 | -5.5 | -2.4
Cc1cc(C)cc(OCC(=O)Nc2nc(-c3cccnc3)cs2)c1 | 0.6 | -8.9 | -19.6 | 25.7 | -14.0 | 5.5 | 24.0 | -3.2 | 2.4 | 26.8 | -12.4
CC1=C/C(=N\NC(=S)NCCc2ccccc2)CC(C)(C)C1 | -12.8 | -32.5 | -10.6 | 0.6 | -8.2 | -16.2 | 1.0 | -57.3 | 0.5 | -6.0 | -23.8
Cc1cccc(OCc2occc2C(=O)Nc2cccc(-n3cnnn3)c2)c1 | -4.2 | 13.5 | -11.6 | -16.6 | -15.1 | -29.1 | 27.3 | -11.8 | 3.3 | 28.7 | -4.4
Cc1csc(Nc2ccc(C(=O)O)cc2)n1 | 8.8 | 2.7 | -3.0 | 11.9 | 3.0 | -1.9 | 7.9 | 2.3 | -17.9 | -8.8 | -9.0
Nc1nc(-c2ccccc2)nn1C(=O)Cc1ccccc1 | -14.4 | 13.8 | 12.2 | 3.7 | -9.3 | -5.5 | -6.6 | 9.3 | -7.1 | -4.8 | -5.6
O=C(CSCc1ccccc1)Nc1ccccc1 | -56.4 | -78.9 | -12.1 | -1.7 | -5.0 | -113.6 | -2.5 | -58.0 | -54.1 | -34.9 | -6.4
O=C(Nc1ccc2c(c1)OCO2)C1CC(c2c(F)cccc2Cl)=NO1 (stereo not given) | 1.9 | -68.2 | -20.4 | -15.2 | -3.1 | -63.5 | 13.8 | -74.6 | -39.3 | -30.1 | -35.4
O=C(c1ccco1)N1CCN(C(=O)c2cc3c(s2)-c2ccccc2OC3)CC1 | -18.7 | -1.7 | 12.2 | -6.9 | -9.9 | -12.8 | 11.3 | -0.3 | -4.7 | 3.2 | 7.0
Cc1ccc(N(C)S(=O)(=O)c2nnc(NC(=O)c3ccco3)s2)cc1 | 0.7 | -34.3 | 13.9 | -5.2 | 0.3 | -4.6 | -7.3 | -15.7 | 10.3 | 1.0 | 0.4
CC(=O)N1CCN(C(=O)c2ccc(NS(=O)(=O)c3ccc(Cl)c(Cl)c3)cc2)CC1 | -2.6 | 12.0 | -33.0 | 0.5 | -2.7 | 18.2 | 9.6 | -12.2 | -6.5 | -57.1 | -6.2
Cc1ccc(OCCNC(=O)[C@H]2O[C@@H](n3ccc(=O)[nH]c3=O)[C@H](O)[C@@H]2O)cc1C | 17.2 | 22.6 | -13.5 | -0.4 | -7.5 | 1.3 | -8.7 | 6.0 | -15.2 | -4.2 | x
O=[N+]([O-])c1cccc(S(=O)(=O)Nc2ccc3cn[nH]c3c2)c1 | -0.8 | 20.3 | 9.9 | -15.6 | 9.8 | 3.5 | 2.3 | 1.8 | 11.5 | 16.1 | -13.5
O=C(c1cnn2cccnc12)N1CCN(Cc2ccc3c(c2)OCO3)CC1 | -11.2 | 20.2 | -12.3 | 14.3 | -14.1 | -4.1 | 18.9 | -26.1 | -14.7 | 13.8 | 9.1
Cc1ccc(C(=O)O)cc1-c1ccc(C=C2C(=O)c3ccccc3C2=O)o1 | -11.2 | -1.5 | 17.8 | -11.6 | 7.9 | -6.4 | -7.2 | 8.5 | -15.5 | -13.7 | -3.0
COC(=O)c1ccccc1NC(=O)c1ccc(-c2cccc(Cl)c2)o1 | -1.8 | 7.2 | 17.7 | -16.7 | -2.1 | -5.6 | 5.9 | 12.4 | -15.2 | -14.9 | -30.6
OCCN1CCOCCN(CCO)CCN(CCO)CC1 | 7.4 | 3.3 | -6.5 | 16.5 | 1.8 | 2.5 | -4.0 | -14.1 | -15.8 | -19.8 | -3.3
O=S(=O)(NCc1csc(-c2cccs2)n1)c1cccs1 | -25.1 | -39.1 | -21.9 | -21.7 | -7.7 | -16.2 | 8.2 | -8.1 | 0.4 | -7.8 | -5.9
Cc1ccc2c(Cl)c(C(=O)NCCCn3ccnc3)sc2c1 | -25.5 | -20.5 | -11.3 | -0.4 | -1.7 | -22.1 | 4.5 | -11.6 | -7.0 | 31.5 | 0.8

This is a subset; rates above refer to the full screens.
